High-throughput results as filed in PubChem.
GLP1R cytotox = cytotoxic in the GLP-1 receptor inverse agonist counter-screen; HEK293 cAMP-luciferase reporter cells, luminescence, 24 h; Potency, µM (highest dose often 38.3 µM), for inactives: top-dose activity change, negative = inhibition, usual class: inhibitors; 0.13% of 410,000 active; AID 624418;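 also: loss of luciferase light is scored as toxicity; potency is read from the fitted curve at half-maximal effect; % is scaled to controls: 0 for no effect and ±100 for the full control effect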
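To flag toxic compounds, the library was rerun on cells for 24 hr at 37 deg C and 5% CO2. Viability-linked luminescence was captured 12 min after adding luciferase detection reagent.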
GLP1R inv ag = inverse agonists of human GLP-1 receptor. 1.6% of 410,000 active. AID 624417. HEK293 GLP-1R CRE-luciferase, luminescence, 24 h; GLP-1R form is constitutively active. P43220. Potency, µM (doses to about 38.3 µM), without a hit: top-dose activity change, negative = inhibition, usual class: inhibitors; also: potency is read from the fitted curve at half-maximal effect; % is scaled to controls: 0 for no effect and ±100 for the full control effect; nearly all actives have a fitted effect of over 55% in size
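Stable HEK293 clone (constitutively active GLP-1R + cAMP-response luciferase); 200 cells/uL plated, 12 h pre-culture, compound 24 hr, 37 deg C/5% CO2; detection reagent 12 min RT; luminescence.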
Abeta yeast res = restores growth of yeast expressing A-beta42 peptide. yeast expressing A-beta42, growth rescue, OD600, 48 h; response scale: 0% DMSO, 100% iron-clioquinol control. Potency, µM (doses to about 46.1 µM), inactives show at the top dose growth rescue, usual class: activators. 0.063% of 410,000 active. AID 1347071; also: potency is read from the fitted curve at half-maximal effect; nearly all actives have a fitted effect of over 55% in size
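Yeast A-beta toxicity model in growth medium with pinned compounds, 48 h at 30 C; growth read as absorbance at 600 nm. Normalized to FeCl3/clioquinol equimolar mix (positive) and DMSO (negative).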
aSyn yeast inh = alpha-synuclein toxicity inhibition in yeast; AID 652106; Potency, µM (doses to about 46.1 µM), for inactives: at the highest dose growth rescue (activation), hits mostly activators; 0.14% of 370,000 active; Yeast expressing alpha-synuclein, growth rescue, BacTiter-Glo, 24 h; also: potency is read from the fitted curve at half-maximal effect; % of control where 0% means no effect; nearly all actives have a fitted effect of over 65% in size
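Readout is rescue of growth in alpha-synuclein-expressing yeast, so inhibitors of toxicity appear as activators. Growth after 24 hr at 30 deg C in galactose medium is quantified by luminescence.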
FUS yeast rescue = rescues growth of FUS-expressing yeast; S. cerevisiae FUS-expressing, growth rescue, OD600, 24 h; Potency, µM (doses to about 76.6 µM), for the others: at the highest dose growth rescue (activation), usual class: activators; 0.24% of 390,000 active;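 also: potency is read from the fitted curve at half-maximal effect; plate controls were DMSO vehicle for no effect and reference control for full effect; nearly all actives have a fitted effect of over 55% in size; some results filed as inactive show a strong effect at the top dose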
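Cultures pregrown in 2.5% raffinose medium are shifted to minimal medium containing 2% galactose to express toxic FUS. Compounds are tested at several concentrations. After 24hr at 30C, growth is quantified at 600 nm absorbance.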
Mm-Cpn inhibitor = blocks the Methanococcus maripaludis chaperonin Mm-Cpn; purified Mm-Cpn ATPase, ADP Transcreener TR-FRET; Potency, µM (doses to about 76.9 µM), for the others: at the highest dose activity, negative = inhibition, actives largely listed as inhibitors; 0.031% of 330,000 active; AID 504842; also: potency is read from the fitted curve at half-maximal effect; % is scaled to controls: 0 for no effect and ±100 for the full control effect; nearly all actives have a fitted effect of over 80% in size
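Inhibition of chaperonin ATP hydrolysis is measured as reduced ADP production, detected by competitive TR-FRET in which signal falls with ADP. Final enzyme 25 nM and ATP 10 uM, reacted 30 min at 37°C.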
Akt phos inh = Akt phosphorylation inhibition | 0.32% of 360,000 active | AID 651550 | Neuro2A IGF-stimulated pAkt S473 HTRF, 20 min; hits give low values | activity change, % for hits at 50 µM; in the data active = activity change below about -80%; inconclusive = mostly about -51% to -80%; also: % is scaled to controls: 0 for no effect and ±100 for the full control effect
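Neuro2A cells in DMEM with 0.5% FBS, overnight at 37 deg C, given compound at single 50 µM final, then IGF (6 nM final) for 20 min at 37 deg C. Lysed; phospho-Akt Ser473 by HTRF after 24 h, 665/615 ratio.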
PTHR1 agonist = agonists of human PTHR1 parathyroid hormone receptor; Q03431; HEK293 GP2 PTHR1 cells, GloSensor cAMP luminescence, 1 h; Potency, µM (doses to about 115 µM), without a hit: top-dose activation, usual class: activators; 0.075% of 410,000 active; also: potency is read from the fitted curve at half-maximal effect; nearly all actives have a fitted effect of over 55% in size; some results filed as inactive show a strong effect at the top dose; inactives centre near -15; many of its hits are not listed in these tables
Target sequence (Q03431 whole entry, looked up): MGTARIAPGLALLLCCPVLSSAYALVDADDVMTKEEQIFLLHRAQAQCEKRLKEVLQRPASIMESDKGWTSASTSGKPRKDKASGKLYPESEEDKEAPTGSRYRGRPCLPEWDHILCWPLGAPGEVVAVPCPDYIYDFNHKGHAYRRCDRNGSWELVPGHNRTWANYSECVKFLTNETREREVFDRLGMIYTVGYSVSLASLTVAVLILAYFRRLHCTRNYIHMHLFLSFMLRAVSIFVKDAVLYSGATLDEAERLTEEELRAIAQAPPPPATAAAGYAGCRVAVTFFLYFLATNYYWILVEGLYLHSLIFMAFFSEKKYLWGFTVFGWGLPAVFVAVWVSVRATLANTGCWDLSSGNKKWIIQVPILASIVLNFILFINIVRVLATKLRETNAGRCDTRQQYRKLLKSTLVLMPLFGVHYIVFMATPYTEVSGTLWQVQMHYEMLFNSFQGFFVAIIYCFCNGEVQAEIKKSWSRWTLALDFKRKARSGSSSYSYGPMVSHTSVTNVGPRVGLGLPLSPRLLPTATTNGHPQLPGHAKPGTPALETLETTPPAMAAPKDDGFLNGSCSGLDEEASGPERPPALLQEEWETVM
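HEK-293-derived GP2 cells expressing PTHR1 and a GloSensor cAMP reporter, 3,000/well, plated overnight, given luciferin plus IBMX (each 0.5 mM as added) for 1 h at 37 °C, then compound for 1 h at 37 °C. Luminescence was read after 15 min at room temperature.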
TDP43 rescue = rescues yeast growth from TDP-43 toxicity; TDP-43 expressing yeast growth rescue, BacTiter-Glo, 24 h; Potency, µM (titrated, usually from 46.1 µM), inactives show top-dose growth rescue (activation), most hits filed as activators; 1.8% of 410,000 active; AID 652104; also: potency is read from the fitted curve at half-maximal effect; % of control where 0% means no effect; nearly all actives have a fitted effect of over 50% in size
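Cell-based yeast growth screen: TDP-43 expression induced in galactose, inoculum OD600=0.02 after raffinose pregrowth to mid-log. Read-out BacTiter-Glo luminescence at 24 hr, 30 deg C; inhibition of toxicity seen as signal increase.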
Active calls of the source: *; i = inactive; ? = inconclusive; . = not tested or not shown; [ ] = dose if it differs, or a comment. Unless noted, calls follow the shape of the dose curve; as a rule, active = well fitted curve in the direction sought with a large enough effect; inconclusive = small, poorly fitted or top-dose-only effect, or another doubt; inactive = no such curve, though single readings can be large; an effect the other way counts as inactive or inconclusive. Only part of the results is shown; count on the stated rates, not on these rows.

| compound | aSyn yeast inh | Akt phos inh | TDP43 rescue | FUS yeast rescue | GLP1R inv ag | Mm-Cpn inhibitor | PTHR1 agonist | Abeta yeast res | GLP1R cytotox |
| --- | --- | --- | --- | --- | --- | --- | --- | --- | --- |
| Cc1ccc(C(=O)O/N=C/c2ccc(N(C)C)cc2)cc1 | 3% | i | 0% | -10% | 3% | 2% | i | 4% | -1% |
| O=C(CSc1ccc2nnc(-c3cccnc3)n2n1)Nc1ccccc1F | 0% | i | 12% | -30% | 20% | . | -27% | 1% | 4% |
| CCCCC(=O)Nc1nnc(-c2ccc(OC)cc2)s1 | -1% | i | -7% | 1% | 1% | 1% | -9%[57.5 µM] | ? | -5% |
| CCOC(=O)CCC(=O)Nc1nnc2n1CCS2 | 1% | . | 0% | -11% | -2% | . | i | -3% | -5% |
| CCOc1ccccc1C(=O)Nc1nnc(CC)s1 | 1% | i | ? | ? | 32%[activator] | -1% | -23% | -1% | -23% |
| O=C(CCS(=O)(=O)c1ccc(Br)s1)N1CCc2ccccc21 | 0% | i | -4% | 13% | 6% | 1% | -3%[57.5 µM] | 4% | 3% |
| COCC(=O)OCc1cc2cccc(C)c2[nH]c1=O | 3% | i | -2% | 42% | 25% | ? | i | -22% | 0% |
| CCCNC(=O)c1cc(C2CCCN(C(=O)c3ccccc3)C2)on1 (configuration not stated) | -3% | i | 11% | -3% | 14% | . | i | -18% | 1% |
| CCCNC(=O)N[C@H]1C=C[C@H](CC(=O)NC2CCCCC2)O[C@@H]1CO | 15% | i | 3% | -14% | 12% | . | -6% | -5% | 20% |
| C/C(=N\NC(=O)C1CCCN(S(=O)(=O)c2ccccc2)C1)c1ccccn1 (configuration not stated) | -3% | i | 8% | 21% | ? | -1% | i | 3% | ? |
| COc1ccc(CS(=O)c2nc(C)cc(C)c2S(C)(=O)=O)cc1 (configuration not stated) | -4% | i | -19% | 3% | 8% | 0% | i | 0% | 1% |
| Cc1ccc2nc(NC(=S)NC(=O)c3cccs3)sc2c1 | -2% | i | -2% | -4% | -16% | 1% | -3%[57.5 µM] | 5% | -42% |
| OCCN(CC#CC(O)(c1ccccc1)c1ccccc1)CCO | 2% | i | -13% | 4% | -7% | -1% | i | -2% | 14% |
| COc1ccc(NC(=O)OCCN2CCN(Cc3ccccc3)CCC2=O)cc1 | -6% | i | 12% | -18% | 15% | 1% | -12% | 2% | 7% |
| COc1ccc(C2C(C(C)=O)=C(C)Nc3ncnn32)c(OC)c1OC (configuration not stated) | -2% | i | 9% | -6% | 0% | -1% | -20% | -2% | 0% |
| CN(C)CCn1c(=O)n(Cc2ccccc2)c(=O)c2c3c(sc21)CCCCC3 | -5% | i | 4% | 15% | -23% | -1% | -59%[inhibitor] | -6% | 8% |
| Cc1cn([C@H]2C[C@H](O)[C@@H](CNCc3ccc4ncccc4c3)O2)c(=O)[nH]c1=O | 2% | i | 12% | -27% | 0% | . | -19% | 9% | -2% |
| Cc1cnc(C(=O)Nc2nnc(C3CC3)s2)cn1 | . | . | -5% | -15% | 5% | 1% | i | 5% | 9% |
| Cc1cc(=O)[nH]c(SCC(=O)N2CCCc3ccccc32)n1 | 5% | i | 9% | 17% | 7% | -3% | -18%[57.5 µM] | 6% | -2% |
| Cc1nnc(Cn2cnc3c2c(=O)n(C)c(=O)n3C)o1 | -1% | i | -13% | -18% | 11% | 1% | i | -14% | 12% |
| O=C(CSCCO)Nc1cc(C(F)(F)F)ccc1Cl | -1% | i | -4% | 3% | -19% | 1% | i | 12% | -63% |
| O=C1NC2(CCCc3ccccc32)C(=O)N1CCOc1ccc(Br)cc1 (configuration not stated) | 1% | i | 2% | 1% | ? | 2% | -4%[57.5 µM] | -1% | 5% |
| CCC(=O)N(CCC1(C(C)C)CCOC(C)(C)C1)Cc1ccco1 (configuration not stated) | 0% | i | -8% | 3% | -16% | 1% | i | 9% | 2% |
| COc1ccc(-c2noc(-c3ccc(N4CCOCC4)c([N+](=O)[O-])c3)n2)cc1OC | . | . | 0% | -4% | 8% | . | -28% | -10% | 5% |
| O=C(COc1ccc2ccc(=O)oc2c1)NC1CCCC1 | -1% | i | 1% | -7% | 4% | 2% | i | 2% | -2% |
| CC(C)(C)NC(=S)NCc1ccc2c(c1)OCO2 | -6% | i | ? | -17% | 0% | 0% | i | ? | -8% |
| COc1ccc(-c2noc(-c3ccco3)n2)cc1OC | -8% | i | 9% | 16% | 78%[activator] | . | -4%[57.5 µM] | -32% | 11% |
| CNC[C@H]1Oc2ccc(NC(=O)Cc3cn(C)c4ccccc34)cc2CC(=O)N([C@@H](C)CO)C[C@H]1C | -4% | i | -11% | ? | -24% | -1% | 5% | -22% | 20% |
| O=C(Nc1cccnc1)c1coc(=O)c2ccccc12 | 3% | i | 4% | 6% | 3% | 2% | i | 17% | -5% |
| COC(=O)[C@]12CCCCC=C1N(CCC1=CCCCC1)C(=O)[C@H](CC(=O)NCCCCc1ccccc1)C2 | ? | i | 10% | ? | ? | . | -31%[inhibitor] | -6% | -29% |
| COc1ccc(C(O)c2nc(-c3cccc(CO)c3)cs2)cc1 (configuration not stated) | -3% | i | -5% | -14% | -14% | . | -9% | 20% | 8% |
| Cc1cc(C(F)F)n2nc(C(=O)NCc3ccccc3F)nc2n1 | 2% | i | 16% | 2% | 22% | 0% | -16% | 5% | 6% |
| Cc1nn(C)cc1CNC(=O)c1cc2n(n1)C(C(F)(F)F)CC(c1cccs1)N2 (configuration not stated) | 1% | i | -7% | 10% | 9% | 0% | 23%[57.5 µM] | 2% | 7% |
| COc1ccc(OC)c(C2C(C(=O)c3cccs3)=C(O)C(=O)N2CCN(C)C)c1 (configuration not stated) | -1% | i | 7% | 14% | 6% | 2% | i | -17% | -14% |
| CCCCCn1c(=O)[nH]c2cc(C(=O)N3CCN(C(=O)OCC)CC3)ccc2c1=O | 1% | i | -12% | 32% | -13% | -1% | i | 5% | 3% |
| C[C@H]([C@@H](N)C(=O)N[C@@H](C(=O)O)[C@@H]1O[C@H](n2ccc(=O)[nH]c2=O)[C@@H](O)[C@H]1O)[C@@H](O)c1ccc(O)cn1 | 0% | i | 4.5µM* | -30% | 0% | -2%[15.4 µM] | -1% | ? | 3% |
| CCCCn1c(N)c(N(CCC(C)C)C(=O)c2ccc3c(c2)OCO3)c(=O)[nH]c1=O | -3% | i | -2% | . | -4% | -5% | i | -10% | -9% |
| CCCCC1=CC2=C(c3ccco3)C(=O)C(C)(OC(=O)c3ccc(OC)cc3)C(=O)C2=CN1Cc1ccc2c(c1)OCO2 (configuration not stated) | -7% | i | -19% | 29% | 1% | -6% | 15% | -6% | -19% |
| CCc1nnc(NC(=O)c2cc(C)oc2C)s1 | -15% | i | 19% | 36% | 1% | -5% | -60%[inhibitor] | 7% | -21% |
| CCCCC(=O)Nc1ccc2oc(-c3cccnc3)nc2c1 | -1% | i | 7% | 6% | 34%[activator] | -6% | -15%[57.5 µM] | -9% | -19% |
| O=Cc1cn(CC(=O)Nc2ccc3c(c2)OCO3)c2ccccc12 | -1% | i | 13% | -14% | ? | -2% | -29% | 3% | -13% |
| CC(=O)c1ccc2c3c(ccc([N+](=O)[O-])c13)CC2 | -1% | i | 14% | -25% | 7% | . | i | 10% | 1% |
| Cc1ccc(CN2CCN(Cc3ccc(O)cc3)CC2CCO)o1 (configuration not stated) | 1% | i | -10%[1.82 µM] | 4% | -9% | 2% | i | 14% | -2% |
| COc1ccc(NS(=O)(=O)c2cccc(C(=O)N3CCCCCC3)c2)cc1 | -5% | i | 3% | 10% | -3% | 0% | -10% | 7% | -8% |
| CC(C)c1nccn1S(=O)(=O)c1cc(Cl)ccc1Cl | 3% | i | 9% | -7% | 3% | 0% | i | 13% | -1% |
| CN(CC(=O)Nc1ccc(C(N)=O)cc1)CC(=O)Nc1ccccc1Br | -3% | i | -3% | -12% | 2% | 0% | i | 7% | 3% |
